FBPA Giardia inh: Giardia lamblia aldolase inhibition | 0.71% of 290,000 active | Potency, µM (doses to about 59.6 µM), for the others: at the highest dose activity, negative = inhibition, actives largely listed as inhibitors | purified Giardia FBPA; note: potency is the fitted concentration of half-maximal effect; % is set by controls: 0 for no effect and ±100 for the full control effect; nearly all actives have a fitted effect of over 55% in size
Target sequence (A8B2U2 whole entry, looked up): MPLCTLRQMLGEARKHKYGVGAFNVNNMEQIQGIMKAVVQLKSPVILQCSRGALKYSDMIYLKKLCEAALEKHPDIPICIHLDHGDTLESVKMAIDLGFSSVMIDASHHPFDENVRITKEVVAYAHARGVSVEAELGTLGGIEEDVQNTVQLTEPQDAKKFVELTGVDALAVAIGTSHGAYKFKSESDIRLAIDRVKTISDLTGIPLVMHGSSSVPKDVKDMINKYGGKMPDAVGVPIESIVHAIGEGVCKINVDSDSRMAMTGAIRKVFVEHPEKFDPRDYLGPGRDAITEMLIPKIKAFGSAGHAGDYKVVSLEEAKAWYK
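Giardia FBPA (40 nM reagent) was preincubated 10 min at RT with compound (up to 57.5 uM final), then substrate plus GAPDH/TPI/NAD/arsenate coupling system with diaphorase/resazurin was added; resorufin fluorescence (525/598 nm) was read after 20 min.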
Pf growth 96h: P. falciparum growth inhibition at 96 hours; 6.9% of 320,000 active; AID 504834; Potency, µM (top dose mostly 28.7 µM), for the others: at the top dose activity change, negative = inhibition, most hits filed as inhibitors; P. falciparum luciferase reporter growth, 96 h; note: potency is the fitted concentration of half-maximal effect; % is set by controls: 0 for no effect and ±100 for the full control effect
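Parasite growth measured via integrated firefly luciferase reporter in P. falciparum. Infected erythrocytes at 2% hematocrit, 0.05% parasitemia final were treated 96 hours at 37 C under 5% CO2, and luminescence was read.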
Shiga toxin inh: inhibitors of Shiga toxin in Vero cells; Vero cells, Shiga toxin protein synthesis inhibition reporter; inhibition, % at 38.7 µM; 9.2% of 290,000 active; AID 2315; in the data active = inhibition mostly above about 28%, no sharp cut-off; inactive = mostly below about 43%; note: 0% is about no effect
Cycloheximide cs: affects cycloheximide protein synthesis inhibition readout, counter-screen | max response, % | 12% of 300,000 active | cell reporter, cycloheximide protein synthesis inhibition counterscreen; in the data active = max response mostly above about 13%, no sharp cut-off; inactive = mostly below about 14%; note: read at 38.3 µM for the half of the compounds with a filed dose; 0% is about no effect
Pf growth 48h: inhibits P. falciparum growth in the first generation, 48 h; 5.9% of 310,000 active; Potency, µM (highest dose often 28.7 µM), without a hit: at the highest dose activity change, negative = inhibition, usual class: inhibitors; P. falciparum luciferase growth in erythrocytes, 48 h; note: potency is the fitted concentration of half-maximal effect; % is set by controls: 0 for no effect and ±100 for the full control effect
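Read-out is firefly luciferase luminescence from an integrated reporter in P. falciparum, so falling signal marks reduced parasite growth. Infected erythrocytes were at 2% hematocrit and 0.1% parasitemia (final) in Albumax-supplemented RPMI 1640.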
Sm TGR block: inhibitors of Schistosoma mansoni thioredoxin glutathione reductase | 3% of 360,000 active | purified TGR, DTNB reduction, TNB absorbance 405 nm | AID 485364 | Potency, µM (series often up to 114 µM), inactives show top-dose activity change, negative = inhibition, actives largely listed as inhibitors; note: potency is the fitted concentration of half-maximal effect; % is set by controls: 0 for no effect and ±100 for the full control effect; nearly all actives have a fitted effect of over 60% in size
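TGR 20 nM + NADPH 100 uM (dispensed conc.), cpd preinc 15 min RT; start with NADPH (500 uM addition) then DTNB (15 mM addition). Kinetic TNB absorbance, 405 nm filter. Four-parameter Hill fit across titration.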
The depositor's hits bear a star; u = inconclusive; x = not tested or not shown; [ ] = dose if it differs, or a comment. Unless noted, calls come from the whole dose curve; as a rule, active = well fitted curve in the direction sought with a large enough effect; inconclusive = small, poorly fitted or top-dose-only effect, or another doubt; inactive = no such curve, though single readings can be large; an effect the other way counts as inactive or inconclusive.

Start of the listing, in advance (8 entries):
SMILES | FBPA Giardia inh | Pf growth 96h | Shiga toxin inh | Cycloheximide cs | Pf growth 48h | Sm TGR block
CCOP(=O)(/C(C#N)=C(/O)c1ccccc1)c1ccccc1 (configuration not stated) | -2.3% | 37.1%[activator] | 23.5 | -2.7 | 11.7% | -14.7%
CN(CCc1cnn(C)c1)C(=O)C1CCC(=O)N(CC2CCCCC2)C1 (configuration not stated) | -11.2% | 2.1% | -11.0 | 1.0 | -16.9% | -0.7%
C/C(=N\NC(=O)c1cccc(S(=O)(=O)N2CCOCC2)c1)c1ccco1 | -7.3% | 67.4%[activator] | -5.7 | 8.2 | 6.0% | 2.8%
CNC(=O)Cc1csc2ccc(Cl)cc12 | 19.3% | u | -8.9 | -3.4 | 1.1% | 27.9%
CC1(C)CC(=O)C=C(Nc2ccccc2N)C1 | 11.6% | 134.0%[activator] | -6.7 | -2.7 | 28.5% | -4.1%
O=C(O)c1cccnc1SCc1ccc([N+](=O)[O-])cc1 | 5.2% | 1.4% | -1.3 | -2.5 | 37.7%[activator] | -6.6%
Cn1c(CCNC(=O)c2ccco2)nc2cc(NC(=O)C3CCCCC3)ccc21 | -0.7% | u | 36.6* | 11.9* | 23.8% | -22.0%
Cc1cc(C=O)c(C)n1C1CCCCC1 | -1.1% | -9.2% | -2.1 | 6.3 | x | 0.0%

All compounds of this part (from the top)
SMILES | FBPA Giardia inh | Pf growth 96h | Shiga toxin inh | Cycloheximide cs | Pf growth 48h | Sm TGR block
CCOP(=O)(/C(C#N)=C(/O)c1ccccc1)c1ccccc1 (configuration not stated) | -2.3% | 37.1%[activator] | 23.5 | -2.7 | 11.7% | -14.7%
CN(CCc1cnn(C)c1)C(=O)C1CCC(=O)N(CC2CCCCC2)C1 (configuration not stated) | -11.2% | 2.1% | -11.0 | 1.0 | -16.9% | -0.7%
C/C(=N\NC(=O)c1cccc(S(=O)(=O)N2CCOCC2)c1)c1ccco1 | -7.3% | 67.4%[activator] | -5.7 | 8.2 | 6.0% | 2.8%
CNC(=O)Cc1csc2ccc(Cl)cc12 | 19.3% | u | -8.9 | -3.4 | 1.1% | 27.9%
CC1(C)CC(=O)C=C(Nc2ccccc2N)C1 | 11.6% | 134.0%[activator] | -6.7 | -2.7 | 28.5% | -4.1%
O=C(O)c1cccnc1SCc1ccc([N+](=O)[O-])cc1 | 5.2% | 1.4% | -1.3 | -2.5 | 37.7%[activator] | -6.6%
Cn1c(CCNC(=O)c2ccco2)nc2cc(NC(=O)C3CCCCC3)ccc21 | -0.7% | u | 36.6* | 11.9* | 23.8% | -22.0%
Cc1cc(C=O)c(C)n1C1CCCCC1 | -1.1% | -9.2% | -2.1 | 6.3 | x | 0.0%
O=C(CN1CCN(CC(=O)Nc2ccccc2Cc2ccccc2)CC1)Nc1ccccc1Cl | 1.8% | 13.1µM* | -2.9 | -3.4 | u | 1.0%
CC(C)(C)c1ccc(C(=O)Oc2ccccc2CCC(=O)O)cc1 | 12.8% | 0.0% | 5.2 | 5.3 | -1.1% | 1.2%
CCN(CC)c1ccc(NC(=O)c2cccnc2)c(C)c1 | 3.1% | u | -20.0 | 8.1 | -4.9% | -19.4%
CN1CCN(c2ccc([N+](=O)[O-])c3no[n+]([O-])c23)CC1 | u | u | -4.6 | -1.3 | u | 44.7µM*
Cc1ccc(N2C(=O)N(CC(=O)Nc3ccc(C)cc3[N+](=O)[O-])C(=O)C2C)cc1 (configuration not stated) | x | 39.9%[activator] | x | x | 22.2% | -7.7%
O=C(NCc1ccccc1Cl)C1CCN(S(=O)(=O)c2cccs2)CC1 | 6.1% | 52.5%[activator] | -1.3 | 12.5 | 3.5% | -7.6%
COc1ccc(OCC(Cn2cnc3ccccc32)OC(C)=O)cc1 (configuration not stated) | -7.1% | 63.8% | 13.9 | 8.7 | -1.4% | -3.6%
CCOc1ccc(NC(=O)c2cnccn2)cc1 | -12.7% | 27.5% | 17.8* | 17.6* | 101.3%[activator] | 89.1µM*
COC(=O)c1ccc(COc2ccc(CNCc3ccc(Cl)cc3)cc2)cc1 | 5.2% | 94.7%[activator] | 43.1* | 34.1* | 35.9%[activator] | 48.0%[activator]
CC1OC(O[C@H]2CC[C@]3(C)C4C=C[C@]56OC[C@@]7(CC[C@@H](C)[C@H](C)C75)[C@H](O)C[C@@]6(C)[C@]4(C)CC[C@H]3C2(C)C)C(OC2OC(CO)C(O)C(O)C2OC2OCC(O)C(O)C2O)C(O)C1O (some centres not stated) | 5.4% | u | -6.4 | -4.0 | u | 12.0%
COc1ccc(C(=O)C2CCCN(Cc3ccon3)C2)cc1OC (configuration not stated) | 0.6% | u | 47.3 | 57.4* | 1.0% | -0.7%
Cc1c(NC(=O)CN2C(=O)C3C4C=CC(C4)C3C2=O)c(=O)n(-c2ccccc2)n1C (configuration not stated) | 1.2% | u | -5.2 | 0.8 | 12.7% | -6.6%
Nc1ccccc1C(=O)NCc1ccco1 | 8.8% | -70.4% | 16.4 | -1.0 | 1.8% | u
COc1ccccc1CNC(=O)C(=O)NCCC1CCCCN1S(=O)(=O)c1ccccc1 (configuration not stated) | x | u | x | x | u | -10.6%
Cc1ccc(C2C(C(=O)c3cccs3)=C(O)C(=O)N2c2nnc(C)s2)cc1 (configuration not stated) | u | u | 4.4 | 8.0 | 8.2% | -24.3%
Cc1ccc(C(=O)Nc2ccc3c(c2)C(=O)NC3=O)cc1 | -10.3% | 62.6%[activator] | 10.9 | 13.9* | 30.1%[activator] | -18.2%
COC(=O)c1ccc(NC(=S)Nc2cccc(C)n2)cc1 | 1.9% | 46.6%[activator] | -9.3 | 10.2 | 2.2% | -6.6%
CCOC(=O)C1(Cc2cccc(Cl)c2)CCCN(C(=O)c2cn[nH]c2)C1 (configuration not stated) | 3.5% | 7.2% | 1.4 | -1.7 | u | 2.7%
CN=C(Nc1ccc2c(c1)OCO2)SC1CC(=O)N(c2ccccc2)C1=O (configuration not stated) | -9.2% | 39.3%[activator] | 9.6 | 5.1 | u | -8.5%
Cn1cnnc1SCC(=O)NC1CCCN(Cc2ccccc2F)C1 (configuration not stated) | 16.3% | u | 10.6 | -3.2 | 16.2% | -17.3%
COc1ccc(N(CC(=O)Nc2ccccc2C(=O)N2CCCC2)S(=O)(=O)c2ccccc2)cc1 | x | 16.6% | -16.9 | 1.7 | u | -9.9%
COc1ccc(-c2csc(/C(C#N)=C/Nc3ccc4c(c3)OCCO4)n2)cc1 | -0.6% | 52.4%[activator] | -6.3 | -0.4 | 18.9% | -1.6%
O=S(=O)(c1ccccc1)c1nc(-c2ccco2)oc1N1CCOCC1 | -0.8% | x | 6.8 | 18.7 | 1.0% | 10.7%
O=C(O)C1CC(=O)N(c2ccc3c(c2)OCCO3)C1 (configuration not stated) | 1.8% | 44.1%[activator] | 34.3 | 9.6 | x | -1.4%
CC(=O)Nc1c(I)c(C(=O)N[C@H]2[C@@H](O)[C@H](O)[C@H](CO)O[C@@H]2O)c(I)c(N(C)C(C)=O)c1I | 1.3%[21.7 µM] | -26.5%[12.8 µM] | x | x | -9.1%[12.8 µM] | x
Cc1ccc(C(=O)NN2C(=O)CSC2=S)cc1 | -4.6% | 20.6% | 15.2 | -2.9 | 15.2% | -2.2%
Cc1ccc(C)c(-c2nnc(NC(=O)C3=COCCO3)o2)c1 | x | -10.8% | x | x | -28.0% | 2.5%
Cc1c(NC(=O)C(C)OC(=O)/C=C/c2ccccc2)c(=O)n(-c2ccccc2)n1C (configuration not stated) | 2.6% | 19.8% | -30.6 | -6.0 | -20.1% | 8.1%
CN(C)C(=O)CSc1nnc(-c2cc(-c3cccs3)nc3ccccc23)o1 | -10.3% | x | -10.0 | -1.3 | -25.9% | -1.7%
O=C1NC(=O)/C(=C\c2ccc(Br)o2)S1 | -12.7% | 4.8% | 19.9* | 23.4* | 30.9%[activator] | 14.1µM*
CC(=O)Nc1ccc(NC(=O)c2sc3nc4n(c(=O)c3c2C)CCCCC4)cc1 | 0.3% | u | 11.8 | -1.2 | -10.2% | 3.8%
CCn1ncc(/C=C/C(=O)NCc2cnn(C)c2C)c1C | -0.6% | 11.8% | 3.1 | -3.7 | 4.4% | 13.5%
Cc1cc(/C=N/NC(=O)c2ccc(O)cc2)c(C)n1CC(C)C | 2.3% | -19.0% | 82.0* | 47.8* | 0.0% | -23.8%
Cc1nn(Cc2ccccc2Cl)c(C)c1NC(=O)/C=C/c1cnn(C)c1 | -0.8% | -10.2% | -5.7 | -2.2 | -17.5% | -18.7%
N#C/C(=C\c1cn[nH]c1-c1ccc(Cl)cc1)C(=O)NCc1ccccc1 | 6.5% | x | -20.8 | -0.6 | 6.8% | -34.6%
NNC(=O)CSCc1nc(-c2ccc(Cl)cc2)cs1 | 0.5% | u | 29.9 | 9.8 | -5.7% | -2.0%
O=C1/C(=C2\C(=O)N(Cc3ccc(F)cc3)c3ccccc32)SC(=S)N1CCS(=O)(=O)O | -11.5% | -6.8% | 10.3 | 7.2 | -12.0% | -14.6%
Cc1[nH]c2ccccc2c1/C=N/NC(=O)c1cccc(Br)c1 | 7.0% | -20.4% | 40.0 | 26.4* | -1.3% | -0.8%
CC(C)(C)c1ccc(NC(=O)COC(=O)C2=COCCO2)cc1 | -13.6% | 100.6%[activator] | 91.1 | 21.1* | x | -32.0%
COc1cc(NC(=S)NCCN2CCOCC2)cc(OC)c1 | -8.5% | 10.1% | -6.2 | 7.5 | -10.0% | 1.7%
CCOC(=O)N1CCN(C(=O)C2CCC(=O)N(CCCN3CCCC3=O)C2)CC1 (configuration not stated) | x | -27.0% | 16.7 | -2.1 | 3.8% | -7.8%
COC(=O)c1cc(NC(=O)c2ccc(Cn3cc(Cl)cn3)o2)cc(C(=O)OC)c1 | -0.7% | x | -7.8 | -5.9 | u | -14.9%
Cc1cc(C(=O)C(=O)O)c(C)n1-c1ccc(Cl)c(Cl)c1 | u | -26.4% | -17.1 | 0.7 | -6.3% | 6.6%
CC(=O)N1CC(C)c2scc(C)[n+]2-c2ccccc21 (configuration not stated) | -14.5% | u | -11.3 | -4.2 | -16.7% | 1.58µM*
Cc1ccc(S(=O)(=O)N2CCCN(c3nc4cc(C)ccc4cc3C#N)CC2)cc1 | -3.8% | u | -1.6 | -1.1 | u | -1.3%
COc1ccc(C(=O)/C=C/N(C)C)cc1OC | -1.6% | 24.9% | 2.1 | -3.8 | 18.6% | 4.9%
Cc1nc(CN(C)C(=O)C2CCC(=O)N(CCc3cccc(F)c3)C2)cs1 (configuration not stated) | x | 25.7% | 4.5 | -1.8 | 1.5% | 3.4%
COCCn1c(SCC(=O)Nc2c(C)n(C)n(-c3ccccc3)c2=O)nnc1-c1ccncc1 | x | 7.7% | x | x | -28.4% | -26.8%
O=C(CSc1nnc(CNC(=O)c2ccccc2)o1)Nc1ccc2c(c1)OCCO2 | x | 4.0% | 10.1 | 9.6 | u | -35.2%
COc1ccc(S(=O)(=O)N(CC(=O)O)c2ccccc2)cc1 | 18.4% | 3.9%[5.75 µM] | -5.4 | -3.1 | u | 1.9%
COC(=O)c1nnn(CC(=O)Nc2ccc(C)c(F)c2)c1C(=O)OC | 4.6% | 13.5% | 12.0 | 3.7 | 20.3% | 1.2%

Compound activity from PubChem.
